High-throughput results deposited in PubChem BioAssay by IUPUI and University of Michigan.
ST2 inh = blocks human ST2 binding to IL-33. Q01638. AlphaLISA ST2-Fc/biotin-IL-33 interaction, 1 h. inhibition, % for hits at 17 µM. hit rate 2.3% among 78,000. AID 1259354; in the data active means inhibition above about 30%; inconclusive means mostly about 10% to 28%
Target sequence (Q01638 whole entry, looked up): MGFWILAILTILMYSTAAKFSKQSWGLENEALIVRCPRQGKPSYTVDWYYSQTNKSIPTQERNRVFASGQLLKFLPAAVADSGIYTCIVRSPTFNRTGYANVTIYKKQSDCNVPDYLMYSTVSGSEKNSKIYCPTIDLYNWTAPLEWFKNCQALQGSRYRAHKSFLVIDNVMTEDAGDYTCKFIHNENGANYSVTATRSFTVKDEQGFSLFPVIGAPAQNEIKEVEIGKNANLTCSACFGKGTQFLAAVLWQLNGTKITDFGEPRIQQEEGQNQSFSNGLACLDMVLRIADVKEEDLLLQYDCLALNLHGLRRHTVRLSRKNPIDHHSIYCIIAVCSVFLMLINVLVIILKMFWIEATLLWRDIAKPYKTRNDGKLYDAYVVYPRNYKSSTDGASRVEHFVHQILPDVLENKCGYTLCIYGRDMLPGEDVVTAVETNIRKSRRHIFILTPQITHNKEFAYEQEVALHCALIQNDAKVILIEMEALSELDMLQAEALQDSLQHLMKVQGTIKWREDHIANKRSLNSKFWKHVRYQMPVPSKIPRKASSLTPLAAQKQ
The depositor's hits bear a star; i = inactive; ? = inconclusive. Some of the compounds tested, so the mix of outcomes need not match the whole.

SMILES	ST2 inh
COCC(=O)N(C[C@H]1O[C@@H](CC(=O)NC2CC2)[C@H](O)[C@@H]1O)C[C@H]1O[C@@H](CC(=O)NC2CC2)[C@H](O)[C@@H]1O	?
CC(C)c1nc(-c2ccc3ccccc3n2)n(-c2ccccn2)n1	i
Cc1cc(/C=C(\C#N)C(=O)Nc2ccccc2)c(C)n1-c1ccc(F)cc1	i
CN1CCN([C@H]2[C@@H]3OC[C@@H](O3)[C@@H](NC(=O)Nc3ccccc3)[C@@H]2O)CC1	35%*
CN(C)S(=O)(=O)c1ccc(-c2ccccc2)cc1	i
O=C(CN1CCCN(Cc2ccccc2)S1(=O)=O)Nc1cccc(F)c1	i
Cc1cc(NC(=O)CCCn2cnc([N+](=O)[O-])n2)no1	i
O=C(O)c1cccc(NC(=O)c2cc3cc(Br)cc(Br)c3oc2=O)c1	i
Cc1[nH]nc(SCC(=O)Nc2cccc(Cl)c2C)c1[N+](=O)[O-]	i
CCNC(=O)NC[C@@H]1C=C(C)[C@H](CC(=O)OCC)C[C@H]1C(C)C	i
Cc1nc2c(C(=O)NCc3ccc(F)cc3)cnn2c(C)c1Cc1ccc(F)cc1	i
COC(=O)c1ccc2c(=O)n3c(nc2c1)SC1CS(=O)(=O)CC13 (stereo unspecified)	i
Cc1nnc(NC(=O)NCCC2CCCCCC2)s1	?
O=C(/C=C/c1ccc(Cl)cc1)Nc1cc2cc(Br)ccc2oc1=O	?
CCCCN(C)Cc1c(C)[nH]c2ccc(C)cc2c1=O	i
Cc1cc(OCC(O)CN2CCN(c3ccccc3)CC2)cc(C)c1Cl (stereo unspecified)	i
CCC(CC)C(=O)Nc1ccc(S(=O)(=O)Nc2cnc3ccccc3n2)cc1	i
COc1ccc2c(=O)c(-c3ccccc3OC)c(C(F)(F)F)oc2c1	i
Cc1ccc(CN2CCc3ccccc3C2)o1	?
O=C1NCCN2CCN(C(=O)c3ccc4c5c([nH]c4c3)CCCC5)CC12 (stereo unspecified)	i
COCCOc1cc(C)c2c(c1C)C[C@H]([C@H](C)C(=O)Nc1ccccn1)CC2	?
CCOC(=O)c1c(NC(=O)c2noc3c2CC(C(C)(C)C)CC3)sc(C)c1C (stereo unspecified)	i
CN1C(=O)c2cccc3c(C(=O)c4ccccc4)ccc(c23)C1=O	i
CCc1ncc(C(=O)N2CCCC(COc3ccccc3C)C2)cn1 (stereo unspecified)	?
CCC1CCCCN1CC(=O)N1CCCc2c1c(=O)oc1ccc(OCc3ccccc3)cc21 (stereo unspecified)	?
Additional compounds.
SMILES	ST2 inh
COc1cccc(-c2ccc(C(=O)N3CCNCC3C(=O)NC3CC3)o2)c1 (stereo unspecified)	?
Clc1ccc(-c2nnc3cccc(Cl)n23)c(Cl)c1	i
CCCS(=O)(=O)N1CCC(C(=O)NCC2CCCO2)CC1 (stereo unspecified)	i
c1ccc(C2C3=C(CCCC3)Nc3ncnn32)cc1 (stereo unspecified)	i
CN(C)S(=O)(=O)c1ccc(C(=O)Nc2nnc(-c3ccc(F)cc3)o2)cc1	i
Cc1ccc(-n2cc(CN3CCN(c4cnccn4)CC3)c(-c3cccc(C)c3)n2)cc1	i
Nc1c(C(=O)Nc2ccc(F)cc2)nnn1Cc1ccc(F)cc1Cl	i
O=C(CNC(=O)c1cccs1)NCc1ccc(F)cc1Cl	i
COc1cccc(CCNC2CCc3ccccc3C2)c1 (stereo unspecified)	i
COc1ccc2nc(Nc3nc(C)c(C(C)=O)s3)sc2c1	i
Cc1ccccc1N1CCN(Cc2cc(C#CCO)cs2)C(C)C1 (stereo unspecified)	?
CN(Cc1nccn1Cc1ccccc1)C(=O)c1cc(C2CC2)[nH]n1	i
CC(=O)N(c1ccccc1)c1c(F)c(F)c(F)c(F)c1F	i
O=C(Cn1nnnc1CN1CCCC1)NC1Cc2ccccc2C1	i
O=C(Nc1ccccc1OC(F)(F)C(F)F)c1ccc(Cl)cc1Cl	i
Cc1ccc(S(=O)(=O)N2CCN(c3ccccc3)CC2)cc1[N+](=O)[O-]	40%*
CCn1cc(Cn2ccnc2-c2ccc(S(=O)(=O)NC)cc2)cn1	i
Cc1ccc(Cn2c(=O)n(CC(=O)NCc3ccco3)c(=O)c3sccc32)cc1	?
Cc1ccc(C)c(NC(=O)CCS(=O)(=O)c2ccc3c(c2)CC(=O)N3C)c1	i
O=C(c1ccccc1)N1CC[C@H](O)[C@H]2CCCC[C@H]21	i
CC(C)C(=O)Nc1ccc(C(=O)c2ccccc2)cc1NC(=O)C(C)C	i
N#C/C(=C\c1c[nH]c2ccccc12)C(=O)c1ccc(O)c(O)c1	i
COc1ccc(CC(=O)N2CCC3(CC2)CC3C(=O)NCCCc2ccccc2)cc1OC (stereo unspecified)	i
OCC1(O)CCCN(Cc2ccncc2)CC1 (stereo unspecified)	i
COc1ccc2c(c1)CC/C2=N\OC(=O)c1cc(SC)ccc1Cl	?
Additional results
SMILES	ST2 inh
COc1ccc(Cl)cc1NC(=O)C1C2C=CC(O2)C1C(=O)O (stereo unspecified)	?
COc1nccnc1-c1cccc(CN2CCOCC2)c1	i
O=C1N[C@H](Cc2ccc(O)cc2)C(=O)N2CC[C@H](NS(=O)(=O)c3ccc(Cl)cc3)C[C@@H]12	?
CCCCOc1ccc(/C=c2\sc3nc(=O)c(Cc4ccccc4)nn3c2=O)cc1	i
COc1ccccc1C(=O)Nc1ccc(-c2ccc([N+](=O)[O-])cc2)cc1	i
Cc1cncc(C(=O)N2CCC(Cn3cc(-c4ccsc4)nn3)CC2)c1	i
Cc1nc2c(C(=O)NCCc3ccc(Cl)cc3)c[nH]n2c(=O)c1Cc1ccccc1F	?
O=C(O)c1cccc(NC(=O)c2ccc(Cl)c(S(=O)(=O)N3CCCCCC3)c2)c1	i
Cc1cc2c(NCc3ccc(Cl)cc3)ncnc2s1	i
COCCN1C(=O)N(Cc2cccnc2)C(=O)C12CCN(C/C(C)=C/c1ccco1)CC2	?
OCC1(Cc2cccc(C(F)(F)F)c2)CCN(Cc2ccnc3ccccc23)CC1	i
COC[C@@H]1OC[C@@]2(C)C3CC[C@@H](O)[C@@H](CC(=O)N4CCC(C)CC4)[C@]3(C)CC[C@H]2O1 (stereo partly specified)	?
CCOc1ccccc1NS(=O)(=O)c1ccc(OC)c(OC)c1	i
CN(Cc1ccc2nccnc2c1)Cc1cc2n(n1)CCCNC2	i
CCOC(=O)c1c(C)oc2ccc(NS(=O)(=O)c3c(C)cc(C)cc3C)cc12	i
CC(=O)c1cccc(OCc2cc(C(=O)N3CCCCCCC3)n[nH]2)c1	?
N=c1c2c(-c3ccccc3)c(-c3ccccc3)oc2ncn1CCCO	i
NC1CC(=O)N(C2CCCCCC2)C1 (stereo unspecified)	i
CNS(=O)(=O)c1ccc(CN2CCC(CN)C2)cc1 (stereo unspecified)	i
CCCCOC(=O)C1=C(C)Nc2nnnn2C1c1ccccc1C (stereo unspecified)	i
CCc1ccccc1NS(=O)(=O)c1cc(OC)ccc1OC	i
Cc1ccc(-c2csc3ncn(CC(=O)NCc4ccccc4)c(=O)c23)cc1C	?
Cc1cccc(C)c1NC(=O)Nc1cccc(Cl)c1	i
CCC(C(=O)n1nnc2ccccc21)c1ccccc1 (stereo unspecified)	i
COCc1ccc(C(=O)N(CC2CCN(C3CCCC3)CC2)CC2CCCO2)o1 (stereo unspecified)	?
(next part)
SMILES	ST2 inh
Cn1ncc2c(NCc3n[nH]c4c3CCCCC4)nc(-c3cccnc3)nc21	i
C=CCn1c(SCC(=O)Nc2ccc3c(c2)OCO3)nc2sc3c(c2c1=O)CCC3	?
CCCn1nc(C)c2c1NC(=O)CC2c1cn[nH]c1-c1cc(C)ccc1C (stereo unspecified)	?
CC12CC3(C)CC(C)(C1)CC(C(=O)NN)(C2)C3	i
c1ccc(CN2CCC(N3CCN(c4nc(-c5ccccc5)nc5c4CCC5)CC3)C2)cc1 (stereo unspecified)	i
CCCC1(C2CCN(C(=O)C3=CCCC3)CC2)NC(=O)N(CCc2ccccn2)C1=O (stereo unspecified)	i
Cc1ccc(-c2nnc3c4ccccc4c(C)nn23)cc1S(=O)(=O)N1CCOCC1	i
COc1cc(NC(=O)c2cc(CC(C)C)on2)c(OC)cc1Cl	i
Cc1nc2cc(-c3ccccc3)nn2c(C)c1CCC(=O)NC(C)C	i
COc1ccc(NC(=O)CCC2CCCN(Cc3nc4c(s3)CCCC4)C2)c(C)c1 (stereo unspecified)	i
CCc1cccc(OCCCCN2CCOCC2)c1	?
O=C(Nc1ccccc1)Nc1ccccc1Br	i
CN1CCCn2nc(C(=O)NCCOc3cccc4cccnc34)cc2C1	?
COc1cccc(CNc2ccc3c(c2)ncn3C(C)(C)C)c1OC	i
COc1cc(/C=C2/SC(=O)NC2=O)c([N+](=O)[O-])cc1OC	i
Cc1cc(NC(=O)c2noc3c2CCCCC3)nn1Cc1ccc(Cl)cc1	i
Cc1ccccc1NC(=O)Cn1c(=O)n(-c2ccc(F)cc2F)c(=O)c2sccc21	i
COc1ccc(S(=O)(=O)N2CCC(C(=O)NCc3cccnc3)CC2)cc1	i
O=C(N[C@H]1CO[C@H]2[C@@H]1OC[C@@H]2Nc1nccc(-c2ccc(-c3ccccc3)cc2)n1)N1CCOCC1	i
Cc1ccc(-c2nc3cc(Cl)ccc3o2)cc1NC(=O)c1ccco1	i
Cc1ccccc1Cn1cc(NC(=O)c2cc(-c3ccc(Cl)c(Cl)c3)on2)cn1	?
COC(=O)C1=C(C)OC(N)=C(C#N)C1c1c(F)cccc1Cl (stereo unspecified)	?
O=C1CSC(c2ccc(Br)cc2)N1c1ccc(F)cc1 (stereo unspecified)	i
CN(Cc1cn(C)nc1-c1ccc2c(c1)OCCO2)Cc1cccc2ncccc12	i
Cc1ccc(NC(=O)c2cccc(Cl)c2Cl)cc1C	i

Laid out differently: 17 of the compounds above
SMILES,ST2 inh
Cn1ncc2c(NCc3n[nH]c4c3CCCCC4)nc(-c3cccnc3)nc21,i
C=CCn1c(SCC(=O)Nc2ccc3c(c2)OCO3)nc2sc3c(c2c1=O)CCC3,?
CCCn1nc(C)c2c1NC(=O)CC2c1cn[nH]c1-c1cc(C)ccc1C (stereo unspecified),?
CC12CC3(C)CC(C)(C1)CC(C(=O)NN)(C2)C3,i
c1ccc(CN2CCC(N3CCN(c4nc(-c5ccccc5)nc5c4CCC5)CC3)C2)cc1 (stereo unspecified),i
CCCC1(C2CCN(C(=O)C3=CCCC3)CC2)NC(=O)N(CCc2ccccn2)C1=O (stereo unspecified),i
Cc1ccc(-c2nnc3c4ccccc4c(C)nn23)cc1S(=O)(=O)N1CCOCC1,i
COc1cc(NC(=O)c2cc(CC(C)C)on2)c(OC)cc1Cl,i
Cc1nc2cc(-c3ccccc3)nn2c(C)c1CCC(=O)NC(C)C,i
COc1ccc(NC(=O)CCC2CCCN(Cc3nc4c(s3)CCCC4)C2)c(C)c1 (stereo unspecified),i
CCc1cccc(OCCCCN2CCOCC2)c1,?
O=C(Nc1ccccc1)Nc1ccccc1Br,i
CN1CCCn2nc(C(=O)NCCOc3cccc4cccnc34)cc2C1,?
COc1cccc(CNc2ccc3c(c2)ncn3C(C)(C)C)c1OC,i
COc1cc(/C=C2/SC(=O)NC2=O)c([N+](=O)[O-])cc1OC,i
Cc1cc(NC(=O)c2noc3c2CCCCC3)nn1Cc1ccc(Cl)cc1,i
Cc1ccccc1NC(=O)Cn1c(=O)n(-c2ccc(F)cc2F)c(=O)c2sccc21,i

Next part.
SMILES	ST2 inh
Cc1nn(CCCC(=O)NCc2cccs2)c(C)c1[N+](=O)[O-]	?
COC(=O)c1ccc(Cl)cc1NC(=O)N1CCN(Cc2nc3cccnc3n2-c2ccccc2)CC1	i
O=C(CSCc1ccccc1Cl)Nc1ccc(F)cc1	i
CC1(C)CC(=O)C2=C(C1)Nc1nc(SCc3ccccc3F)[nH]c(=O)c1C2c1cccc(O)c1 (stereo unspecified)	?
Cc1cc(C)n(C2CCN(Cc3c(C(=O)N4CCCC4)nc4ccccn34)C2)n1 (stereo unspecified)	?
COCCOC(=O)c1c(C)oc2ccc(OCc3ccc(C)cc3)cc12	i
CCOC(=O)C1=NN(c2cccc(Cl)c2)C2C(=O)N(c3ccc(Cl)cc3)C(=O)C12 (stereo unspecified)	i
O=C(Nc1ccc(C(=O)N2[C@@H]3CC[C@H]2CC(O)C3)cc1)C1CCC1 (stereo partly specified)	?
COc1ccccc1C1Nc2ccc3ncccc3c2C2=C1C(=O)CCC2 (stereo unspecified)	?
COc1cccc2cc(C(=O)Nc3ccc(Cl)cc3Cl)c(=N)oc12	i
c1ccc(N=c2scc(-c3ccccc3)n2Cc2cccnc2)cc1	41%*
COCC(=O)Nc1ccc([N+](=O)[O-])cc1C	i
COc1cccc(C2C3=C(CCCC3=O)Nc3nc(SCc4ccccc4Cl)nn32)c1 (stereo unspecified)	i
O=C(C1CCCN(C2CCN(c3nc4ccccc4s3)CC2)C1)N1CCCC1 (stereo unspecified)	i
CCCOc1ccc(C(Nc2ccccn2)c2ccc3cccnc3c2O)cc1 (stereo unspecified)	?
COc1ccc(C(=O)Nc2c3c(nn2-c2cccc(Cl)c2)CS(=O)C3)cc1 (stereo unspecified)	i
COc1ccc(CCNC(=O)c2cc(-c3ccco3)on2)cc1OC	i
Cc1ccc(-n2ncc3c2CC(C)(C)CC3NC(=O)c2cn(C)c3ccccc3c2=O)cc1 (stereo unspecified)	?
COc1ccc(C)cc1NC(=O)c1cc(OC)c(OC)c(OC)c1Br	?
COc1ccccc1Cn1c(CNS(=O)(=O)c2cccc(Cl)c2)nc2cccnc21	i
CCOc1ccccc1NS(=O)(=O)c1cc(Br)cc2c1N(C(=O)C1CC1)CC2	?
CCOc1ccc(N)c([N+](=O)[O-])c1	?
O=C(c1ccccc1)N1CCN=C1SCc1ccccc1Cl	i
Cc1cccc(N=C2NC(=O)c3cc([N+](=O)[O-])ccc32)c1	?
COc1ccc(CNC(=O)c2ccc3c(c2)ncn3C2CCCC2)c(OC)c1	i
CCOc1ccc2nc(NC(=O)c3ccc([N+](=O)[O-])cc3)sc2c1	?
Cc1[nH]c2ccc(CNc3ncnc4onc(C)c34)cc2c1C	?
Cc1nccc(-c2ccccc2)c1C(=O)N1C[C@H]2C[C@H](O)[C@H](O)C[C@H]2C1	i
Cc1ccc(C)c(CSC2=NCCN2C(=O)c2ccc(S(=O)(=O)N3CCCC3)cc2)c1	i
COc1cc(C(=O)NC(C)C(c2cccs2)N2CCN(C)CC2)cc(OC)c1OC (stereo unspecified)	i
